Compound activity (PubChem)
TIM10 inh – growth inhibitors of TIM10 yeast strain; 330,000 compounds, 1.4% hits; inhibition, % at 10 µM; AID 463195; S. cerevisiae TIM10 strain growth, BacTiter-Glo luminescence, 24 h;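 active = inhibition of 40% or more at the single tested concentration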;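 note: wild-type TIM10 isogenic control strain grown at permissive 25 °C; 0% = DMSO yeast wells and 100% = minimal medium wells without yeast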
Mdm2 MdmX PPI – disrupts the human Mdm2-MdmX interaction | O15151+Q00987 | SaOS-2 split-luciferase Mdm2/MdmX complementation, luminescence | inhibition, % at 8 µM | 330,000 compounds, 3% hits;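 active = inhibition of at least 50% at 8 µM in the primary screen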
APJ antagonist – blocks the human apelin receptor APJ; CHO-K1 APJ beta-arrestin complementation, luminescence; inhibition, % at 20 µM; P35414; 330,000 compounds, 0.32% hits; AID 2521;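 active = inhibition above about 40% at 20 µM, limit read from the data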;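 note: cells challenged with 10 nM apelin-13 agonist together with compound; plate controls were apelin-13 plus DMSO wells for no effect and DMSO wells lacking apelin-13 for full effect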
Target sequence (P35414 whole entry, looked up): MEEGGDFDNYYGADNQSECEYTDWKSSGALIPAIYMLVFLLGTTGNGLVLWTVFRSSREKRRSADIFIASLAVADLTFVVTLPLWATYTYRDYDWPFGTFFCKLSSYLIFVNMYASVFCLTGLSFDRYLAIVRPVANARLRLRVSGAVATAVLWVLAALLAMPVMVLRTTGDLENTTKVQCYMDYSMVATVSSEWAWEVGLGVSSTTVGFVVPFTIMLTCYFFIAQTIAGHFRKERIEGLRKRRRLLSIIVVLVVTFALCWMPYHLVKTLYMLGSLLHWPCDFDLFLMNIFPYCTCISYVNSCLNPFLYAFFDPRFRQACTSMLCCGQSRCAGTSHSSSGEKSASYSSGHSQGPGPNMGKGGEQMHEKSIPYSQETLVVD
CXCR6 block – CXCR6 (human) receptor inhibition | AID 602244 | O00574 | 360,000 compounds, 0.36% hits | inhibition, % at 20 µM | CHO-K1 PathHunter CXCR6 beta-arrestin, luminescence; in the data active = inhibition above about 34%, passing the limit was not always enough;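 note: antagonist mode with CXCL16 agonist at 10 nM final; 0% = 10 nM CXCL16 with DMSO and 100% = unstimulated wells without agonist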
Target sequence (O00574 whole entry, looked up): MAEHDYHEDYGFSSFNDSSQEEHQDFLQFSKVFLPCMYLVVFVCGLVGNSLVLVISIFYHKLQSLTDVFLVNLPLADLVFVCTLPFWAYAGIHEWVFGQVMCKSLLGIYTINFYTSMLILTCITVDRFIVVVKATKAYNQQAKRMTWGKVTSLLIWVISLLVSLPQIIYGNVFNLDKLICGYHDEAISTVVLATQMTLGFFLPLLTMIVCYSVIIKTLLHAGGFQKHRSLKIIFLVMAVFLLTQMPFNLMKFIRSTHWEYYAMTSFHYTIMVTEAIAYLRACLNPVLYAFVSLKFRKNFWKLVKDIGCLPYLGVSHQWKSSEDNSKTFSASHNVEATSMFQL
XBP1 UPR activ – activators of adaptive arm of unfolded protein response (XBP1) | CHO-XBP1 luciferase reporter, IRE1-XBP1 UPR activation, luminescence; percent of tunicamycin response, DMSO as zero | activation, % at 20 µM | 330,000 compounds, 0.33% hits;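 active = versus positive control, 20 µM dose yields 30% or more activation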;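 note: 100% = tunicamycin at 10 µg/mL and 0% = DMSO only wells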
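Material: CHO cell line with stable XBP1 luciferase reporter; schedule: 16-18 h cell attachment at 37 °C, then 6 h compound exposure; signal: glow luminescence from Steady-Glo reagent; medium: serum-containing F12 medium, 10% FBS; benchmarks: tunicamycin 10 µg/mL and vehicle-only wells; read-out: percent activation relative to tunicamycin reference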
tim10-1 inh – inhibits growth of tim10-1 mutant yeast; S. cerevisiae tim10-1 ts strain growth, BacTiter-Glo, 24 h; inhibition, % at 20 µM; 330,000 compounds, 2.2% hits; AID 463190;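 active = inhibition of at least 40%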;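 note: mutant grown at 25 °C; 0% = DMSO wells with yeast and 100% = wells holding no yeast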
UPR CHOP act – apoptotic UPR (CHOP) activation. CHO-CHOP luciferase reporter, luminescence; percent of tunicamycin response over DMSO baseline. activation, % at 10 µM. 330,000 compounds, 0.34% hits. AID 449763;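 active = at 10 µM dose, activation of 40% or more, normalized to positive control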;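 note: 100% = tunicamycin at 10 µg/mL and 0% = DMSO alone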
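Test system: CHO CHOP reporter cells. Input: 500 CHO-CHOP cells per well. Medium: F12 with 10% FBS. Technique: luciferase luminescence. Measure: percent activation relative to tunicamycin control. Dosing: 10 µM compound, 0.5% DMSO. Timing: 16-18 h cell attachment, then 6 h compound exposure, 37 °C.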
APJ agonist – activates the human apelin receptor APJ; CHO-K1 APJ PathHunter beta-arrestin, luminescence; 0% DMSO wells, 100% apelin; activation, % at 20 µM; AID 2520; 330,000 compounds, 0.11% hits;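 active = activation more than six SD over the plate average, tested at 20 µM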;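 note: 0% = DMSO alone and 100% = apelin-13 at 10 nM; some results filed as inactive read as strong as hits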
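Assay system – PathHunter CHO-K1 APJ (AGTRL-1) beta-arrestin reporter cells · Compound – one dose, 20 µM compound, 1% DMSO · Timing – compound 90 min 25 °C, reagent 1 h · Measured by – luminescence from split beta-galactosidase complementation, Galacton Star/Emerald II substrate · Measure – beta-arrestin recruitment to APJ as agonist activity, luminescent signal · Benchmarks – DMSO vs Apelin-13 10 nM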
tim23-1 inh – growth inhibitors of tim23-1 mutant yeast. S. cerevisiae tim23-1 growth, BacTiter-Glo luminescence, 24 h. inhibition, % at 20 µM. 330,000 compounds, 1.3% hits. AID 463212;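 active = growth inhibition of the mutant yeast at or above 50%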;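 note: temperature-sensitive mutant grown at 25 °C; plate controls were DMSO-treated mutant yeast for no effect and medium wells lacking yeast for full effect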
* marks the source's active call; other numbers are inactive results. Only part of the results is shown (hit frequency here may not be typical).

SMILES	TIM10 inh	Mdm2 MdmX PPI	APJ antagonist	CXCR6 block	XBP1 UPR activ	tim10-1 inh	UPR CHOP act	APJ agonist	tim23-1 inh
COC(=O)c1c(NC(=O)CSc2ncnc3[nH]ncc23)sc2c1CCC2	0	8	10	5	-1	20	2.8	-3	-1
O=C(NC(=S)Nc1ccc(Cc2ccncc2)cc1)c1ccc(F)cc1	9	21	16	12	0	-15	1.5	1	3
COc1cccc(CN2CCN(Cc3cccn3-c3cccnc3)CC2CCO)c1 (configuration not stated)	-4	18	-4	6	-1	9	0.0	0	3
COc1cc(C(=O)Nc2cc(Cl)ccc2C)c(-n2cnnn2)cc1OC	16	-7	-8	0	-1	-2	-1.2	-3	5
Cc1cc(SCc2ccccc2)nc(=O)[nH]1	-17	-3	11	0	0	16	2.1	-1	26
CCN(C(C)=O)c1ccc(Oc2nc(OC)cc(OC)n2)cc1	4	-24	-1	1	3	10	1.6	-2	-1
CC(=O)OCc1cc(-c2nn(C)c(=O)c3ccccc23)ccc1C	14	9	14	0	-1	10	0.3	-2	29
CN(C)c1ccc(C(=O)/C=C/c2ccco2)cc1	15	-152	-26	12	-3	23	0.7	3	24
CC(C)NS(=O)(=O)c1ccc(CCC(=O)N2CCc3ccccc3C2)cc1	10	-22	9	2	-1	13	0.2	-1	8
CCOC(=O)N1CCN(C(=O)CSc2ccc(-c3ccncc3)nn2)CC1	17	8	9	-6	-1	13	1.2	6	-13
O=C(CN(Cc1ccco1)C(=O)c1cc(=O)[nH]c2ccccc12)Nc1ccccc1Br	6	11	1	8	-4	5	-1.3	-4	13
CC(=O)N1CCN(c2ccccc2NC(=O)c2ccc3ccccc3c2)CC1	-22	15	11	3	4	3	2.4	-3	0
O=C(CCCc1cccs1)N1CCN(S(=O)(=O)c2ccccc2Br)CC1	37	10	10	-10	-2	35	8.4	1	28
Cc1[nH]c2ccc(-c3nnc(SCC(=O)NCc4ccco4)n3Cc3ccccc3)cc2c1C	13	19	1	-3	-1	16	1.4	-2	19
Cc1ccc(-n2c(C)cc(/C=N/NC(=O)c3ccncc3)c2C)c(C)c1	25	38	0	2	1	22	0.2	1	38
O=C(N/N=C/c1ccco1)c1ccc(N2CCCC2=O)cc1	-4	-29	-6	-4	0	1	11	3	16
CCCCCCC1CCC(c2nc(-c3ccncc3)no2)CC1 (configuration not stated)	16	-7	-11	-14	-2	3	-0.8	0	4
Cc1ccccc1SCC(=O)NCCCn1ccnc1	-14	-11	3	0	1	10	0.9	1	1
Cc1ccc(S(=O)(=O)N2CCCCC2)cc1C(=O)N(C)CC(=O)Nc1ccc(Cl)c(C(F)(F)F)c1	8	55*	-6	-14	-6	5	4.9	7	3
COc1cccc(NC(=O)N(Cc2cc3cc(C)cc(C)c3[nH]c2=O)CC2COCCO2)c1 (configuration not stated)	9	22	14	5	0	19	-0.1	3	25
COc1cccc(-c2cc(C(=O)NC3CCCCC3)no2)c1	1	-137	6	10	7	15	6.6	-2	-78
Cc1c(NC(=O)COC(=O)C2CC3C=CC2C3)c(=O)n(-c2ccccc2)n1C (configuration not stated)	5	-19	-18	2	0	6	0.8	-1	7
COc1ccc(Cn2c(=O)n(Cc3ccco3)c(=N)c3c4c(sc32)COC(C)(C)C4)cc1	7	22	6	11	3	38	-6.8	-3	21
COc1cc2c(cc1OC)CN(CC(=O)Nc1ccccc1SC)CC2	4	23	18	2	-2	18	0.8	-1	16
COc1ccc(NC(=O)N(CCCN(C)C)Cc2cc3cc(OC)ccc3[nH]c2=O)cc1	-12	-19	-8	-5	1	7	3.1	1	3
CNC(=S)N/N=C/c1ccc(C(C)C)cc1	31	-80	4	-3	0	39	7.6	1	14
O=c1oc2ccccc2c(O)c1C=Nc1cccnc1	11	18	25	-4	24	3	21	-3	-3
CCC1CCC(NC(=O)Nc2cccc(OC)c2)CC1 (configuration not stated)	45*	-102	-2	-2	3	30	1.6	-1	25
Nn1cnc2c([nH]c3ccccc32)c1=O	-2	16	15	3	-1	10	0.4	0	12
COc1cccc(Nc2nnc(SCC3CCCCO3)s2)c1 (configuration not stated)	36	-24	-12	-1	3	16	3.5	-2	43
O=C1COc2ccc(S(=O)(=O)N3CCN(c4cccc(Cl)c4)CC3)cc2N1	-17	29	20	5	-1	-11	-0.7	5	-11
CC(Sc1ncnc2sc(-c3ccccc3)cc12)C(=O)NCC1CCCO1 (configuration not stated)	-9	67*	4	2	-2	16	-0.6	-3	30
COCCNC(=O)[C@@]1(Cc2ccccc2)C=C[C@@H](C)N1C(C)=O	-6	3	-24	-3	3	1	2.4	-3	-8
CCCCOc1ccc(C(=O)Nc2ccc(SC(F)F)cc2)cc1OC	5	-19	13	-4	-3	10	2.3	-1	13
O=C(c1ccc2c(c1)OCCO2)C1CCN(S(=O)(=O)c2ccc(F)cc2)CC1	50*	-10	6	5	-2	43*	0.2	-2	57*
Cc1ccc(C2=NN(S(C)(=O)=O)C(c3ccc4nccnc4c3)C2)cc1 (configuration not stated)	-9	-33	6	6	1	-13	5.0	1	3
CCOC(=O)C1CN(S(=O)(=O)c2ccc(OC)cc2)c2cc(S(=O)(=O)CC)ccc2O1 (configuration not stated)	14	-2	5	6	0	14	-0.4	-1	11
COc1ccccc1OCCn1cc(C(=O)c2ccco2)c2ccccc21	23	24	9	5	1	25	-1.2	-1	13
CC1CCN(S(=O)(=O)c2ccc3c(c2)N(CC(=O)N(C)Cc2ccco2)C(=O)CO3)CC1	10	-8	-9	1	-4	8	-1.6	6	19
Cc1cccc(C)c1OCC(=O)NCc1nnc(SCC(=O)NC2CCCCC2)n1C	-3	5	-1	-2	-1	12	-1.2	0	-7
CCCCn1c(N)c(N(CC(C)C)C(=O)COC(=O)Cc2c(C)nc3ccccc3c2C)c(=O)[nH]c1=O	1	2	0	2	-2	4	-0.8	2	-2
O=C(Cc1ccccc1)Nc1ccc(NC(=O)c2ccccc2)c(Cl)c1	-13	-4	10	11	-2	-34	1.1	-2	-3
COc1cc(CC(=O)OCC(=O)Nc2ncc(Cl)cc2Cl)cc(OC)c1OC	9	28	0	6	1	15	-2.0	-1	19
CCCn1c(SCC(=O)Nc2nnc(C)s2)nnc1C1CC1	-6	-6	-36	-8	-4	-21	0.4	-9	-15
Cn1cccc1CNC(=S)Nc1ccccc1Cl	12	20	3	-8	0	18	0.4	-4	-10

Fetched by structure from the list above, 3 records:
SMILES	TIM10 inh	Mdm2 MdmX PPI	APJ antagonist	CXCR6 block	XBP1 UPR activ	tim10-1 inh	UPR CHOP act	APJ agonist	tim23-1 inh
Cc1cccc(C)c1OCC(=O)NCc1nnc(SCC(=O)NC2CCCCC2)n1C	-3	5	-1	-2	-1	12	-1.2	0	-7
COc1ccccc1OCCn1cc(C(=O)c2ccco2)c2ccccc21	23	24	9	5	1	25	-1.2	-1	13
CCOC(=O)C1CN(S(=O)(=O)c2ccc(OC)cc2)c2cc(S(=O)(=O)CC)ccc2O1 (configuration not stated)	14	-2	5	6	0	14	-0.4	-1	11

Another view of 6 compounds above:
Below each compound – TIM10 inh, Mdm2 MdmX PPI, APJ antagonist, CXCR6 block, XBP1 UPR activ, tim10-1 inh, UPR CHOP act, APJ agonist, tim23-1 inh
> COCCNC(=O)[C@@]1(Cc2ccccc2)C=C[C@@H](C)N1C(C)=O
    -6, 3, -24, -3, 3, 1, 2.4, -3, -8
> CCCCOc1ccc(C(=O)Nc2ccc(SC(F)F)cc2)cc1OC
    5, -19, 13, -4, -3, 10, 2.3, -1, 13
> O=C(c1ccc2c(c1)OCCO2)C1CCN(S(=O)(=O)c2ccc(F)cc2)CC1
    50*, -10, 6, 5, -2, 43*, 0.2, -2, 57*
> Cc1ccc(C2=NN(S(C)(=O)=O)C(c3ccc4nccnc4c3)C2)cc1 (configuration not stated)
    -9, -33, 6, 6, 1, -13, 5.0, 1, 3
> CCOC(=O)C1CN(S(=O)(=O)c2ccc(OC)cc2)c2cc(S(=O)(=O)CC)ccc2O1 (configuration not stated)
    14, -2, 5, 6, 0, 14, -0.4, -1, 11
> COc1ccccc1OCCn1cc(C(=O)c2ccco2)c2ccccc21
    23, 24, 9, 5, 1, 25, -1.2, -1, 13

More results follow.
SMILES	TIM10 inh	Mdm2 MdmX PPI	APJ antagonist	CXCR6 block	XBP1 UPR activ	tim10-1 inh	UPR CHOP act	APJ agonist	tim23-1 inh
Cc1cccc(C)c1NC(=O)CN(C)C(=O)c1cc(S(=O)(=O)N2CCOCC2)ccc1N1CCCC1	3	6	-2	-6	-2	16	-1.7	-4	4
CC(CCc1ccccc1)NC(=O)c1cccnc1 (configuration not stated)	7	15	-2	-13	0	5	-1.2	-1	6
COc1ccc(C2CC(c3cccs3)=NN2C(=O)c2ccco2)cc1OC (configuration not stated)	-12	8	-15	-10	-2	9	0.6	0	11
Fc1ccc(/C=N/NC(=S)Nc2cccnc2)cc1	-2	9	12	1	2	-6	2.5	-4	-3
COc1cccc(OC)c1C(=O)Nc1c(C(=O)N2CCN(C)CC2)oc2ccccc12	5	38	29	6	-2	17	2.1	-4	13
COc1cc2cc(C(=O)O)[nH]c2c(OC)c1OC	3	-1	1	-1	0	-5	-2.2	-2	-1
CCOC(=O)N1CCN(C(=O)C(=O)Nc2sc3c(c2C(N)=O)CC(C)(C)OC3)CC1	4	3	9	0	-5	21	0.0	-2	13
Cc1ccc(S(=O)(=O)N(CC(=O)Nc2cccnc2)c2cccc([N+](=O)[O-])c2)cc1	7	39	-38	-7	-3	28	0.4	-3	8
Cc1nc(C(=O)N(C)C)nn1-c1cc(Cl)ccc1Cl	-15	15	6	-6	0	2	-0.2	1	-11
CCC(C)NC(=O)CSc1nnc(-c2c[nH]c3ccccc23)o1 (configuration not stated)	9	-1	5	2	0	24	1.0	-2	-3
COc1ccc(Cl)cc1NC(=O)COC(C)=O	3	15	2	-6	-6	4	1.1	-2	2
Clc1ccc(-c2cc(C3CCNCC3)[nH]n2)cc1	6	4	-5	-16	0	-3	1.8	0	18
COc1ccc(C/C(C)=N/NC(=S)Nc2ccccc2)cc1	19	-19	-4	4	1	30	0.3	-2	16
